Screens: PubChem BioAssay, several laboratories
UHRF1 MBD2 ctr: blocks human UHRF1 binding to methylated DNA. UHRF1 binding to methylated oligo, TR-FRET. inhibition, % at 4.4 µM. hit rate 0.75% among 370,000; in the data active means inhibition above about 21%;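 further: UHRF1 SRA domain binding a hemimethylated CpG hairpin DNA probe; 0% = median of test compound wells and 100% = reference inhibitor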
LEDGF integ inh: blocks HIV-1 LEDGF/p75-dependent DNA integration; TR-FRET IN-LEDGF/p75 DNA integration, Eu/Cy5; inhibition, % at 3.7 µM; hit rate 0.64% among 370,000; AID 743269;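 active means inhibition above the screen-wide mean plus 3 SD, cut at about 13% in these data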;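 further: signal is the Cy5 over europium emission ratio at 671 and 618 nm; 0% = plate median of compound wells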
PRMT1 FP inh: inhibitors of human PRMT1; inhibition, % at 2.79 µM; hit rate 1.3% among 370,000; AID 652257; recombinant PRMT1, activity-based probe fluorescence polarization;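 active means inhibition above about 21% made by adding two undisclosed values, limit read from the data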
TCR-CD3 inh: human TCR-CD3 binding inhibition; TAMRA-labeled TCR probe fluorescence, biochemical; inhibition, % at 9.4 µM; hit rate 0.37% among 360,000; AID 651800; in the data active means inhibition above about 19%;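 further: recombinant mutant TCR 2C K166C tagged with TAMRA read by polarization; 0% = receptor in buffer alone and 100% = receptor with positive control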
HTRA1 inhibitor: blocks human HTRA1 serine peptidase | inhibition, % at 5.96 µM | recombinant HTRA1, FP-rhodamine activity-based probe, fluorescence polarization | hit rate 0.5% among 340,000; in the data active means inhibition above about 36%;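 further: 0% = enzyme with DMSO and 100% = wells lacking enzyme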
Target sequence (Q92743 whole entry, looked up): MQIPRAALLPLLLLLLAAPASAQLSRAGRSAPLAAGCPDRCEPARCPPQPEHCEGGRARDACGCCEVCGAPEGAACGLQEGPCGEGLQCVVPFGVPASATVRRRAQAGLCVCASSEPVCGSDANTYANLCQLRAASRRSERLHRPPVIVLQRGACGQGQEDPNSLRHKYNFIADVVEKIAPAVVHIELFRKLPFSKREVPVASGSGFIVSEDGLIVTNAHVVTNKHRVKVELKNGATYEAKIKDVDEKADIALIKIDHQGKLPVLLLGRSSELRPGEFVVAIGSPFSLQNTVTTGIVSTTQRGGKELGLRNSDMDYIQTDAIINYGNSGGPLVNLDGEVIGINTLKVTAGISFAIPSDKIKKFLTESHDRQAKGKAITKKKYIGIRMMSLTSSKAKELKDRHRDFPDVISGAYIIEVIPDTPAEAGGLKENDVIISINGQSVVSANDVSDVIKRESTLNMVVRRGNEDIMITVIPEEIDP
PG9 binder: PG9 antibody binding by small molecule. TR-FRET gp120-PG9 antibody binding. inhibition, % at 6.7 µM. hit rate 0.43% among 360,000; in the data active means inhibition above about 8.5%
Rev-erbA mod: Rev-erb alpha (human) modulation. P20393. Rev-erbα–FITC-DNA binding, fluorescence polarization, 90 min. activity, % at 10 µM. hit rate 0.79% among 370,000;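 active means activity above about 14%, limit read from the data; passing the limit was not always enough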;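 further: 0% = DMSO wells with 35 nM protein and 100% = DMSO wells with 750 nM protein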
mABHD4 FP: inhibits mouse alpha/beta hydrolase domain 4 | hit rate 0.54% among 370,000 | Q8VD66 | AID 720543 | inhibition, % at 8.92 µM | purified mABHD4, FP-Rh probe fluorescence polarization;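 active means inhibition exceeding the mean over every tested compound plus 3 SD, cut at about 30% in these data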;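 further: 0% = plate median of compound wells and 100% = S159A mutant with DMSO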
Target sequence (Q8VD66 whole entry, looked up, the tested form may be a part): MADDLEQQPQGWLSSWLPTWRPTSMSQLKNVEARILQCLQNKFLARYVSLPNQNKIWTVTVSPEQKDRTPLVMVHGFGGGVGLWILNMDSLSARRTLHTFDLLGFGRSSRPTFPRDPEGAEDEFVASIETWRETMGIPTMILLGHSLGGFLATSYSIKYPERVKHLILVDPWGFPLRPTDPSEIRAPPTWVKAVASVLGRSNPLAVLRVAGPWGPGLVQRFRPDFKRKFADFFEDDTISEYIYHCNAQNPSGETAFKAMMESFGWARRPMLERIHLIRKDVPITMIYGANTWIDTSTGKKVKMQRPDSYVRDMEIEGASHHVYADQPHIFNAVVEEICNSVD
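Material: mouse ABHD4 enzyme, wild type; Benchmarks: S159A mutant high control, sample median low control; Buffer or medium: HEPES pH 7.0, NaCl, Pluronic buffer; Signal: fluorescence polarization; Read-out: percent inhibition of probe binding, normalized to plate controls; Timing: pre-incubation 45 min, probe exposure 60 min, at 25 °C; Dosing: 8.92 µM, single dose.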
MBD2 DNA inh: blocks human MBD2 binding to methylated DNA; inhibition, % at 4.4 µM; hit rate 0.31% among 370,000; TR-FRET, MBD2 binding to methylated oligonucleotide; AID 686964; Q9UBB5; in the data active means inhibition above about 13%
rCAG binder: r(CAG) repeat RNA binding; inhibition, % at 3 µM; hit rate 1.3% among 370,000; TO-PRO-1 dye displacement fluorescence;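 active means inhibition above the plate cutoff, the mean of all test compounds on that plate plus 3 SD, cut at about 35% in these data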;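 further: 0% = DMSO alone and 100% = 100 µM mitoxantrone as full dye displacement; higher means more dye released from RNA so lower well fluorescence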
An asterisk follows results filed as active; x = no result given.

1) CCCCNC(=S)N1CCN(c2ccc(C(C)=O)cc2)CC1
2) COc1cccc(OC)c1C(=O)NC(=S)Nc1cccc(NC(=O)c2ccco2)c1
3) CCC(C)(C)n1nnnc1C(c1ccc(OC)c(OC)c1)N1CCN(C(=O)c2ccco2)CC1 (stereo unspecified)
4) Cc1cccc(COCC(Cc2ccccc2)N2CCN(C(=O)c3cccc(C)c3)CCC2=O)c1 (stereo unspecified)
5) COc1ccc2oc(=O)c(C(=O)OCc3ccccc3)cc2c1
6) O=C(NCCN1CCOCC1)c1ccc(CS(=O)(=O)c2c(Cl)cccc2Cl)o1
7) Cc1nn(-c2ncc(C(F)(F)F)cc2Cl)c(=O)n1-c1ccccc1
8) COCCCNC(=O)CC1C[C@H](C(=O)N2CCOCC2)[C@@]2(C)c3[nH]c4ccccc4c3CCN2C1=O (stereo partly specified)

compound no.,1,2,3,4,5,6,7,8
UHRF1 MBD2 ctr,17,2,0,2,-4,-5,1,-2
LEDGF integ inh,-2,-1,2,2,-1,4,-1,3
PRMT1 FP inh,3,2,3,-1,5,-6,-2,-6
TCR-CD3 inh,-1,3,-2,3,9,0,3,1
HTRA1 inhibitor,2,-4,-7,-28,-10,9,2,2
PG9 binder,0.1,0.8,2.5,-1.0,0.9,-1.9,-0.2,0.9
Rev-erbA mod,-2,13,-1,0,4,0,2,3
mABHD4 FP,1,-2,4,-4,2,0,4,3
MBD2 DNA inh,10,5,-2,7,-5,-1,3,-7
rCAG binder,-1,4,-3,-2,2,1,-4,-1

9) COc1ccc(CN(CCN2CCOCC2)C(=O)c2cc(F)cc(F)c2)cc1OC
10) O=C(CCC(=O)OCc1ccc(Cl)cc1)Nc1ccccc1
11) Cc1cc(C)nc(N2CCCC(C(=O)NC(C)C)C2)n1 (stereo unspecified)
12) COC(=O)c1cc(C)sc1NC(=O)CCc1ccccc1
13) C/C(=N/NC(=O)CNC(=O)c1ccc2c(c1)OCO2)c1ccc2c(c1)CCCC2
14) Cc1c(N2C(=O)c3cccc4cccc(c34)C2=O)cnn1C
15) COc1ccc(C(=O)NCC(=O)N/N=C/C(C)=C/c2ccccc2)cc1OC
16) COc1ccc(N(CC(=O)N2CCN(c3ccc(F)cc3)CC2)S(=O)(=O)c2c(C)n[nH]c2C)cc1

compound no.,9,10,11,12,13,14,15,16
UHRF1 MBD2 ctr,0,0,-1,-2,-2,-5,-2,-3
LEDGF integ inh,5,0,-1,-1,-3,0,-5,-2
PRMT1 FP inh,-2,0,-2,1,1,-1,0,1
TCR-CD3 inh,x,-4,1,1,-2,0,11,-2
HTRA1 inhibitor,x,8,8,-15,9,0,-1,-3
PG9 binder,x,0.8,-1.1,4.5,-0.8,-2.0,-1.8,2.0
Rev-erbA mod,0,-6,x,1,4,-9,-6,1
mABHD4 FP,2,-3,0,-6,1,3,-4,4
MBD2 DNA inh,-1,-4,-1,-6,2,-2,4,1
rCAG binder,-1,-5,-3,-4,1,-2,0,-1

17) CCOC(=O)[C@@H]1[C@H]2COc3ccc(Br)cc3[C@H]2N2C(=O)N(c3ccc(Br)cc3)C(=O)[C@]12C
18) Cn1cc(CN2CCN(Cc3cccnc3)CC2)c(-c2ccc3c(c2)OCCO3)n1
19) O=C1NC[C@H](CCCCN2C[C@H](Cc3ccccc3)N(CC3CCCCC3)C(=O)C2=O)N(CCc2ccccc2)C1=O
20) CC(Oc1ccc2ccc(=O)oc2c1)C(=O)NCCCn1ccnc1 (stereo unspecified)
21) Cc1ccc(NC(=O)CSc2nc3ncc(Br)cc3[nH]2)cc1C
22) O=C(COc1ccccc1-c1ccccc1)N/N=C/c1ccc2ccccc2c1
23) O=C(CSc1nnc2ccc(-c3ccccn3)nn12)NCCc1ccccc1
24) CCC(=O)N1CCc2cc(S(=O)(=O)CCC(=O)NCCc3ccccc3)ccc21

compound no.,17,18,19,20,21,22,23,24
UHRF1 MBD2 ctr,-4,0,2,-2,0,-1,-1,0
LEDGF integ inh,-1,1,2,2,-3,5,-3,1
PRMT1 FP inh,-2,2,3,-2,-5,2,3,3
TCR-CD3 inh,2,-3,-3,4,3,11,3,4
HTRA1 inhibitor,-26,-9,x,-6,-6,-2,8,-3
PG9 binder,2.4,1.6,0.6,-0.5,45*,-3.7,-0.2,-0.6
Rev-erbA mod,1,3,-3,2,195*,0,-1,-3
mABHD4 FP,-27,-4,-7,3,-7,-6,-8,4
MBD2 DNA inh,1,1,1,-3,1,-1,0,2
rCAG binder,5,-3,2,-2,4,0,-1,-1

25) CCOCCCNCC(=O)Nc1cc(S(=O)(=O)N2CCOCC2)ccc1N1CCOCC1
26) O=C1[C@H]2[C@H](C=CC[C@H]2C(=O)N2CCOCC2)CCN1Cc1ccc(Cl)c(Cl)c1
27) CCCCNC(=O)Cn1cnc2sc(C)c(S(=O)(=O)N3CCN(c4ccccc4OC)CC3)c2c1=O
28) CCC1CCCCN1CCCNC(=O)c1ccc2c(c1)NC(=O)CN2C (stereo unspecified)
29) O=C(c1cc([N+](=O)[O-])ccc1Cl)N1CCN(c2ccc([N+](=O)[O-])cc2)CC1
30) Cc1cc(C)c(C#N)c(N2CCN(Cc3ccc4c(c3)OCO4)CC2)n1
31) CCC(NC(=O)CC[C@H]1O[C@@H](n2cc(C)c(=O)[nH]c2=O)C[C@@H]1O)c1ccccc1 (stereo partly specified)
32) Fc1ccc(Cn2nnc(-c3ccc(Cl)cc3)n2)cc1

compound no.,25,26,27,28,29,30,31,32
UHRF1 MBD2 ctr,-1,2,-1,-2,-6,5,-2,0
LEDGF integ inh,0,2,2,2,1,-4,1,-3
PRMT1 FP inh,0,1,4,0,-3,4,1,0
TCR-CD3 inh,6,-6,-3,8,-1,6,0,-3
HTRA1 inhibitor,2,x,6,8,-5,-7,4,-4
PG9 binder,-0.9,0.8,1.6,-3.3,-2.6,-0.1,-0.9,4.6
Rev-erbA mod,0,8,-2,-3,4,3,-7,15
mABHD4 FP,1,-1,-4,-7,40*,2,-6,-2
MBD2 DNA inh,-1,-2,-1,3,-9,0,0,5
rCAG binder,-3,-2,2,4,1,-2,3,-5

Already shown: entries from further up.
27) CCCCNC(=O)Cn1cnc2sc(C)c(S(=O)(=O)N3CCN(c4ccccc4OC)CC3)c2c1=O
28) CCC1CCCCN1CCCNC(=O)c1ccc2c(c1)NC(=O)CN2C (stereo unspecified)
29) O=C(c1cc([N+](=O)[O-])ccc1Cl)N1CCN(c2ccc([N+](=O)[O-])cc2)CC1
30) Cc1cc(C)c(C#N)c(N2CCN(Cc3ccc4c(c3)OCO4)CC2)n1
31) CCC(NC(=O)CC[C@H]1O[C@@H](n2cc(C)c(=O)[nH]c2=O)C[C@@H]1O)c1ccccc1 (stereo partly specified)

compound no.,27,28,29,30,31
UHRF1 MBD2 ctr,-1,-2,-6,5,-2
LEDGF integ inh,2,2,1,-4,1
PRMT1 FP inh,4,0,-3,4,1
TCR-CD3 inh,-3,8,-1,6,0
HTRA1 inhibitor,6,8,-5,-7,4
PG9 binder,1.6,-3.3,-2.6,-0.1,-0.9
Rev-erbA mod,-2,-3,4,3,-7
mABHD4 FP,-4,-7,40*,2,-6
MBD2 DNA inh,-1,3,-9,0,0
rCAG binder,2,4,1,-2,3

(listing goes on)
33) COc1ccc(CNC(=O)COC(=O)C2CC3C=CC2C3)cc1 (stereo unspecified)
34) COc1ccc(CCn2c(C)cc(C(=O)COC(=O)c3ccc(O)cc3O)c2C)cc1
35) O=C(COc1ccc(F)cc1)N(Cc1cccs1)C1CCS(=O)(=O)C1 (stereo unspecified)
36) Cc1ccc(Cn2cc(CN3CC(N4CCN(Cc5ccccc5F)CC4)CS3(=O)=O)nn2)cc1 (stereo unspecified)
37) Cc1nnsc1C(=O)N1CCC(C(=O)c2ccccc2)CC1
38) c1ccc(-n2nnnc2Oc2ccc(-c3nnco3)cc2)cc1
39) C/C=C/c1cccc(-c2nc(C(=O)NC3Cc4ccccc4C3)cc3c2[C@@H](CCO)N(C(C)=O)C3)c1
40) O=C(CSc1nccc2ccccc12)N1CCN(Cc2ccc3c(c2)OCO3)CC1

compound no.,33,34,35,36,37,38,39,40
UHRF1 MBD2 ctr,0,0,0,10,-2,0,0,7
LEDGF integ inh,-1,-3,1,-4,-5,0,-2,-3
PRMT1 FP inh,-3,4,-2,8,3,1,3,10
TCR-CD3 inh,8,2,-4,6,-9,2,-4,1
HTRA1 inhibitor,0,-30,-1,x,7,2,x,-6
PG9 binder,-0.7,-1.4,-0.7,2.1,0.3,-1.8,-0.7,0.6
Rev-erbA mod,3,-2,-8,3,0,-2,-2,2
mABHD4 FP,-5,0,2,-2,0,-10,-8,2
MBD2 DNA inh,1,-2,-2,1,-1,3,-1,0
rCAG binder,-1,16,2,5,-2,1,6,-6

Not all compounds are listed; the hit share may differ from the screen's.
